USP1 inh: blocks the human USP1/UAF1 deubiquitinase complex. Potency, µM (top dose mostly 57.1 µM), without a hit: top-dose activity change, negative = inhibition, actives largely listed as inhibitors. AID 743255. O94782. 390,000 tested, 0.23% active. recombinant USP1/UAF1, Ub-Rhodamine cleavage fluorescence; further: potency means the concentration at half of the fitted maximal effect; on the % scale 0 is the no-effect control and ±100 the full control effect; nearly all actives have a fitted effect of over 60% in size; inactives centre near -12
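Step one: compound is pinned into 1nM USP1/UAF1 in HEPES pH 7.8 buffer with TCEP. Step two: 15 min room-temperature incubation. Step three: Ub-Rho (150nM final) starts cleavage, tracked by fluorescence over six one-minute reads.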
Vif-A3F inh: blocks the Vif interaction with APOBEC3F; HeLa A3F-eYFP + Vif (tagged APOBEC3F with the HIV-1 protein that degrades it), YFP fluorescence increase; Potency, µM (series often up to 46.1 µM), inactives show at the highest dose activity, negative = active; 390,000 tested, 0.2% active; further: potency means the concentration at half of the fitted maximal effect; % of control where 0% means no effect; nearly all actives have a fitted effect of over 65% in size
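Fluorescence increase (Ex 488/Em 500-530) after overnight compound treatment at 37 deg C flags inhibition of Vif-driven A3F-eYFP loss in stable HeLa A3F-eYFP/Vif cells seeded overnight beforehand.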
TrxR1 substrate: substrates of rat thioredoxin reductase 1. 390,000 tested, 0.01% active. O89049. Potency, µM (top dose mostly 114 µM), inactives show at the highest dose activity change, negative = substrate turnover. AID 588456. purified TrxR1 substrate turnover, NADPH consumption readout; further: potency means the concentration at half of the fitted maximal effect; on the % scale 0 is the no-effect control and ±100 the full control effect; nearly all actives have a fitted effect of over 50% in size
Target sequence (O89049 whole entry, looked up): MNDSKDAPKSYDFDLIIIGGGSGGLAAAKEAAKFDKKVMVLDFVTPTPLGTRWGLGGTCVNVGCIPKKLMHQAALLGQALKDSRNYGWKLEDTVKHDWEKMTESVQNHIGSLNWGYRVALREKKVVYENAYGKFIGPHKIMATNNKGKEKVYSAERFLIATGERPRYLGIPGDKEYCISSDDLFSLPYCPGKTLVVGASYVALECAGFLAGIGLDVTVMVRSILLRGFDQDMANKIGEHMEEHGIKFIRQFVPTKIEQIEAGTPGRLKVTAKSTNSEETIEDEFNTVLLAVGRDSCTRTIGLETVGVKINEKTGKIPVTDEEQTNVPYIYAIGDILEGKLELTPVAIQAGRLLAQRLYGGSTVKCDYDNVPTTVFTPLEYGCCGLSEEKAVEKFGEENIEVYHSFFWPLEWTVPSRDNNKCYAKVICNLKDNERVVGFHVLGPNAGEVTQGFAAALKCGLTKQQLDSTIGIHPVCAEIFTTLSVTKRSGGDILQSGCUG
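Rat TrxR1, dispensed at 90 nM, was prereduced with 400 uM NADPH (final) for 5 min at ~22 deg C, then incubated with compound 15 min before 400 uM selenite. A first-read NADPH fluorescence drop versus no-compound background flagged substrates.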
RGS4 inh: inhibitors of human regulator of G protein signaling 4; Transcreener GDP fluorescence polarization, RGS4-accelerated GTP hydrolysis; P49798; 390,000 tested, 0.039% active; Potency, µM (series often up to 114 µM), without a hit: top-dose activity change, negative = inhibition, most hits filed as inhibitors; further: potency means the concentration at half of the fitted maximal effect; on the % scale 0 is the no-effect control and ±100 the full control effect; nearly all actives have a fitted effect of over 75% in size; some results filed as inactive show a strong effect at the top dose
Target sequence (P49798 whole entry, looked up): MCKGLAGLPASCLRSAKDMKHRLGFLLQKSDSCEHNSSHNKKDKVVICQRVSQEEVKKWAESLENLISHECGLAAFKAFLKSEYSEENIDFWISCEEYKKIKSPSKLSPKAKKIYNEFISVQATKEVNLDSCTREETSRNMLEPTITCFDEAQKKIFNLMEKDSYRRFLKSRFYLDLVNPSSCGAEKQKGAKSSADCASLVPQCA
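MLSMR compounds (23 nl, pin-transferred) preincubated 10 min at room temperature with a 500nM (2x) first reagent, then RGS4 at 900nM (2x) plus Transcreener GDP mix added; fluorescence polarization (620/688 nm) read before and after 90 min at 30 °C.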
Vif-APOBEC3G blk: inhibitors of Vif-APOBEC3G interaction; 410,000 tested, 0.076% active; HeLa A3G-eYFP + Vif (tagged APOBEC3G with the HIV-1 protein that degrades it), YFP fluorescence, overnight; AID 602310; Potency, µM (doses to about 46.1 µM), inactives show at the top dose activity, negative = active, actives largely listed as inhibitors;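 further: potency means the concentration at half of the fitted maximal effect; on the % scale 0 is the no-effect control and ±100 the full control effect; nearly all actives have a fitted effect of over 60% in size; hits raise eYFP signal because A3G escapes Vif-driven loss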
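HeLa cells stably expressing Vif and C-terminally eYFP-tagged A3G, seeded overnight at 37 deg C, then exposed to compound by pintool overnight at 37 deg C. Rise in yellow fluorescence (Ex 488/Em 500-530, Acumen) marks blocked Vif-driven A3G degradation.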
IDH1 R132H inh: human IDH1 R132H inhibition; O75874; IDH1-R132H enzyme, NADPH consumption, diaphorase/resazurin fluorescence; Potency, µM (top dose mostly 76.6 µM), without a hit: top-dose activity change, negative = inhibition, usual class: inhibitors; 390,000 tested, 0.093% active; further: potency means the concentration at half of the fitted maximal effect; on the % scale 0 is the no-effect control and ±100 the full control effect; nearly all actives have a fitted effect of over 65% in size
Target sequence (O75874 whole entry R132H, stated change not applied): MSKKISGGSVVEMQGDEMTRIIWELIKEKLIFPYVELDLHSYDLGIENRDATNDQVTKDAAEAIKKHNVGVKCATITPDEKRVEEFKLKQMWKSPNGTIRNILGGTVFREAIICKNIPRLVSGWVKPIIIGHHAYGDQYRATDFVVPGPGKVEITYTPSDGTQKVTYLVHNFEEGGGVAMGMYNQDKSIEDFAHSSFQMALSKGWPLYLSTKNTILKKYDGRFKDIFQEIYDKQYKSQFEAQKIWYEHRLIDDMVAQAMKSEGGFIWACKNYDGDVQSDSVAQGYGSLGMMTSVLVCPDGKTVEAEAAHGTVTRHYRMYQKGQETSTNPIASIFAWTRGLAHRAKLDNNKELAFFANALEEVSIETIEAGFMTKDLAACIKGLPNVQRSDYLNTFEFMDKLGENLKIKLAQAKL
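IDH1-R132H (0.5 ug/mL dispensed) in pH 7.5 Tris buffer was preincubated 30 min with compound, then given a substrate mix of 0.016 mM NADPH and 2 mM alpha-KG for 80 min at room temperature; remaining NADPH was read by diaphorase/resazurin fluorescence.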
LDHA block: LDHA (human) enzyme inhibition; P00338; purified LDHA, NADH/diaphorase-resazurin fluorescence; hits give low values; 480,000 tested, 0.15% active; activity change, % (values are at about 110 or 230 µM); in the data active means activity change below about -30%; inconclusive means mostly about -25% to -30%;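 further: plate controls were DMSO wells for no effect and wells without enzyme for full effect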
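Enzyme activity of human lactate dehydrogenase 5 (2 nM; 0.06 mM NADH, 0.2 mM pyruvate, 5 min, RT) is measured via a resazurin/diaphorase fluorescence readout of residual NADH.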
GRP78 ERSR act: induces the endoplasmic reticulum stress response in human glioma cells | AID 602332 | Potency, µM, without a hit: at the top dose activation, hits mostly activators | U87-MG GRP78 promoter luciferase reporter, 16 h | 420,000 tested, 0.02% active; further: potency means the concentration at half of the fitted maximal effect; series mostly up to about 76 µM; % of control where 0% means no effect; nearly all actives have a fitted effect of over 35% in size
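Stably transfected U87-MG human glioma cells carrying a GRP78-based luminescent sensor were seeded at 1000 cells/well, pin-dosed with compounds and incubated 16 h. Luciferase reagent was then added, and end-point luminescence was read after 10 min at room temperature.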
TrxR1 inh: inhibitors of rat thioredoxin reductase 1; AID 588453; Potency, µM (doses to about 114 µM), without a hit: at the highest dose activity change, negative = inhibition, actives largely listed as inhibitors; 390,000 tested, 1% active; recombinant rTrxR1, NADPH fluorescence consumption, selenite substrate; O89049; further: potency means the concentration at half of the fitted maximal effect; on the % scale 0 is the no-effect control and ±100 the full control effect; nearly all actives have a fitted effect of over 65% in size
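Rat TrxR1 (90 nM in the dispensed reagent) was pre-reduced with 400 uM NADPH for 5 min at room temperature, then incubated with compound for 15 min. After 400 uM selenite was added, NADPH fluorescence (Ex 340/Em 450 nm) was followed for 8 min.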
An asterisk follows results filed as active; & = joins results of further samples; [ ] = another dose, or the depositor's remark. Unless noted, the call rests on the fitted dose curve; in most records, active means well fitted curve in the direction sought with a large enough effect; inconclusive means small, poorly fitted or top-dose-only effect, or another doubt; inactive means no such curve, though single readings can be large; an effect the other way counts as inactive or inconclusive. A portion of the library (hit frequency here may not be typical).

What do the screens show for `O=C(COC(=O)Cc1ccccc1F)NCCNC(=O)COC(=O)Cc1ccccc1F`?
USP1 inh: -16%; Vif-A3F inh: 3%; TrxR1 substrate: 1%; RGS4 inh: 11%; Vif-APOBEC3G blk: 0%; IDH1 R132H inh: -5%; LDHA block: -6; GRP78 ERSR act: -2%; TrxR1 inh: 9%

What do the screens show for `Cc1c(C(=O)NCCSCc2c(Cl)cccc2Cl)cccc1[N+](=O)[O-]`?
USP1 inh: -20%; Vif-A3F inh: 0%; TrxR1 substrate: -8%; RGS4 inh: 10%; Vif-APOBEC3G blk: -5%; IDH1 R132H inh: 6%; LDHA block: -8; GRP78 ERSR act: 1%; TrxR1 inh: -1%

How did Cc1nn(-c2ccccc2)c2c1C(c1ccc(O)c(O)c1)N1C(=N2)C(Nc2ccccc2)=Nc2ccccc21 (stereo not drawn) do in these assays?
USP1 inh: -24%; Vif-A3F inh: 1%; TrxR1 substrate: -5%; RGS4 inh: 22%; Vif-APOBEC3G blk: 0%; IDH1 R132H inh: 29µM*; LDHA block: -2; GRP78 ERSR act: -3%; TrxR1 inh: -5%

Results for Cc1cc(C(F)(F)F)nn1Cc1n[nH]c(=S)n1-c1cccc(Cl)c1 ?
USP1 inh: -9%; Vif-A3F inh: -1%; TrxR1 substrate: 1%; RGS4 inh: -31%; Vif-APOBEC3G blk: -3%; IDH1 R132H inh: 8%; LDHA block: 1; GRP78 ERSR act: -4%; TrxR1 inh: -7%

What do the screens show for `CCOc1ccc(CCNC(=O)c2ccc3c(c2)c(C)c(C)n3C)cc1`?
USP1 inh: -23%; Vif-A3F inh: 0%; TrxR1 substrate: 4%[57.1 µM]; RGS4 inh: -4%; Vif-APOBEC3G blk: -1%; IDH1 R132H inh: -4%; LDHA block: 0; GRP78 ERSR act: -2%; TrxR1 inh: 18%[57.1 µM]

What do the screens show for `COc1cccc(CNC[C@H]2O[C@@H](n3cnc(C(N)=O)n3)[C@H](O)[C@@H]2O)c1OCc1ccc(F)cc1Cl`?
USP1 inh: -11%; Vif-A3F inh: -2%; TrxR1 substrate: 0%; RGS4 inh: 7%; Vif-APOBEC3G blk: -3%; IDH1 R132H inh: -15%; LDHA block: -16; GRP78 ERSR act: -2%; TrxR1 inh: 3%

Results for COC(=O)C1(Cc2cc(-c3ccc([N+](=O)[O-])cc3)no2)CCN(C(=O)OC(C)(C)C)CC1 ?
USP1 inh: -35%; Vif-A3F inh: 0%; TrxR1 substrate: -2%[57.1 µM]; RGS4 inh: -22%; Vif-APOBEC3G blk: 5%; IDH1 R132H inh: -9%; LDHA block: 1; GRP78 ERSR act: -6%; TrxR1 inh: -14%[57.1 µM]

What do the screens show for `COc1ccc(S(=O)(=O)NCC(=O)Nc2cccc(C)c2C)cc1OC`?
USP1 inh: -18%; Vif-A3F inh: 8%; TrxR1 substrate: 6%; RGS4 inh: -19%[56.9 µM]; Vif-APOBEC3G blk: 12%; IDH1 R132H inh: 8%; LDHA block: -4; GRP78 ERSR act: 3%; TrxR1 inh: 21%

How did CN(C)S(=O)(=O)c1ccc(NC(=O)CSc2nnc(-c3ccco3)o2)cc1 do in these assays?
USP1 inh: -13%; Vif-A3F inh: -4%; TrxR1 substrate: 4%; RGS4 inh: 27%; Vif-APOBEC3G blk: -6%; IDH1 R132H inh: 1%; LDHA block: -4; GRP78 ERSR act: 1%; TrxR1 inh: 14%

Results for COc1ccc(CNC(=O)CN(Cc2ccc(Cl)cc2)S(=O)(=O)c2ccccc2)cc1 ?
USP1 inh: -14%; Vif-A3F inh: -3%; TrxR1 substrate: 1%; RGS4 inh: 7%; Vif-APOBEC3G blk: 0%; IDH1 R132H inh: 7%; LDHA block: 5; GRP78 ERSR act: -4%; TrxR1 inh: 12%

How did O=C(NCCCc1ccccc1)c1cccc(NC(=O)C2CC2)c1 do in these assays?
USP1 inh: -18%; Vif-A3F inh: 4%; TrxR1 substrate: 1%; RGS4 inh: -1%; Vif-APOBEC3G blk: 0%; IDH1 R132H inh: 8%; LDHA block: -3; GRP78 ERSR act: -2%; TrxR1 inh: 21%

Results for O=C(c1cccc(N2C(=O)C3CC=CCC3C2=O)c1)N1CCCCCC1 (stereo not drawn) ?
USP1 inh: 0%; Vif-A3F inh: -16%; TrxR1 substrate: 6%; RGS4 inh: -9%; Vif-APOBEC3G blk: 2%; IDH1 R132H inh: -3%; LDHA block: -6; GRP78 ERSR act: -3%; TrxR1 inh: 27%

What do the screens show for `CCC(Oc1ccc(C)c(C)c1)C(=O)O` (stereo not drawn)?
USP1 inh: -2%; Vif-A3F inh: -2%; TrxR1 substrate: 3%; RGS4 inh: 2%; Vif-APOBEC3G blk: -3%; IDH1 R132H inh: 14%; LDHA block: -11; GRP78 ERSR act: -4%; TrxR1 inh: 17%

Results for COc1ccc(S(=O)(=O)N(CC(=O)N2CCOCC2)Cc2ccccc2)cc1 ?
USP1 inh: -1%; Vif-A3F inh: -3%; TrxR1 substrate: 3%; RGS4 inh: 15%; Vif-APOBEC3G blk: -1%; IDH1 R132H inh: 15%; LDHA block: -2; GRP78 ERSR act: 10%; TrxR1 inh: -7%

How did Cc1ccc2nc(-c3ccccc3)cc(C(=O)N(C)CC(=O)Nc3ccccc3Br)c2c1 do in these assays?
USP1 inh: -15%; Vif-A3F inh: 5%; TrxR1 substrate: 5%[57.1 µM]; RGS4 inh: 7%; Vif-APOBEC3G blk: -6%; IDH1 R132H inh: 0%; LDHA block: -7; GRP78 ERSR act: 0%; TrxR1 inh: 17%[57.1 µM]

What do the screens show for `O=c1c2ccccc2c(-c2ccccc2)nn1-c1cc(Cl)cc(Cl)c1`?
USP1 inh: -12%; Vif-A3F inh: 6%; TrxR1 substrate: 3%; RGS4 inh: 21%; Vif-APOBEC3G blk: 1%; IDH1 R132H inh: 2%; LDHA block: -3; GRP78 ERSR act: -2%; TrxR1 inh: 21%

What do the screens show for `CCc1noc(C)c1C(=O)Nc1cc(Cl)ccc1N1CCOCC1`?
USP1 inh: -24%; Vif-A3F inh: 1%; TrxR1 substrate: -2%[57.1 µM]; RGS4 inh: -10%; Vif-APOBEC3G blk: -6%; IDH1 R132H inh: 14%; LDHA block: -15; GRP78 ERSR act: -1%; TrxR1 inh: 11%

Results for NC(=O)CC(NC(=O)c1ccccc1)c1ccc(NC2CCCCCCC2)c([N+](=O)[O-])c1 (stereo not drawn) ?
USP1 inh: -8%; Vif-A3F inh: 0%; TrxR1 substrate: -8%; RGS4 inh: -26%; Vif-APOBEC3G blk: -3%; IDH1 R132H inh: -16%; LDHA block: -5; GRP78 ERSR act: -3%; TrxR1 inh: -6%

How did C[C@@H](NCCc1ccc(O)cc1)[C@@H](O)c1ccc(O)cc1 do in these assays?
USP1 inh: -19%; Vif-A3F inh: 5%; TrxR1 substrate: -1%[57.1 µM]; RGS4 inh: inconclusive; Vif-APOBEC3G blk: 1%; IDH1 R132H inh: 10%; LDHA block: -4; GRP78 ERSR act: 1%&0%; TrxR1 inh: 7%[57.1 µM]

Results for Cc1cc(=O)[nH]c2ccc([N+](=O)[O-])cc12 ?
TrxR1 substrate: -9%; Vif-APOBEC3G blk: 0%; GRP78 ERSR act: -2%; TrxR1 inh: -7%

Results for Cc1nc2ccc3nc(NC(=O)C4COc5ccccc5O4)sc3c2s1 (stereo not drawn) ?
USP1 inh: -20%; Vif-A3F inh: inconclusive; TrxR1 substrate: 7%&-3%; RGS4 inh: -17%&13%; Vif-APOBEC3G blk: -1%; IDH1 R132H inh: 9%; LDHA block: 0&0; GRP78 ERSR act: -2%; TrxR1 inh: 0%&-3%

Results for CCOC(=O)c1cccc(NC(=O)CN(C)S(=O)(=O)c2cnc[nH]2)c1 ?
USP1 inh: -7%; Vif-A3F inh: 3%; TrxR1 substrate: 10%[57.1 µM]; RGS4 inh: 3%; Vif-APOBEC3G blk: -1%; IDH1 R132H inh: 6%; LDHA block: -8; GRP78 ERSR act: -3%; TrxR1 inh: 4%[57.1 µM]

How did Cc1ccc(Cn2c(=O)sc3ccccc3c2=O)cc1 do in these assays?
USP1 inh: -12%; Vif-A3F inh: 1%; TrxR1 substrate: -6%; RGS4 inh: -3%; Vif-APOBEC3G blk: 0%; IDH1 R132H inh: 0%; LDHA block: -5; GRP78 ERSR act: -3%; TrxR1 inh: -2%

What do the screens show for `Cc1cc(C(=O)N/N=C/c2cccc3ccccc23)c(C)o1`?
USP1 inh: -22%; Vif-A3F inh: -6%; TrxR1 substrate: 1%; RGS4 inh: -8%; Vif-APOBEC3G blk: -16%; IDH1 R132H inh: -3%; LDHA block: -2; GRP78 ERSR act: 5%; TrxR1 inh: 10%

A portion taken from the entries so far:
How did Cc1ccc(Cn2c(=O)sc3ccccc3c2=O)cc1 do in these assays?
USP1 inh: -12%; Vif-A3F inh: 1%; TrxR1 substrate: -6%; RGS4 inh: -3%; Vif-APOBEC3G blk: 0%; IDH1 R132H inh: 0%; LDHA block: -5; GRP78 ERSR act: -3%; TrxR1 inh: -2%

What do the screens show for `Cc1cc(C(=O)N/N=C/c2cccc3ccccc23)c(C)o1`?
USP1 inh: -22%; Vif-A3F inh: -6%; TrxR1 substrate: 1%; RGS4 inh: -8%; Vif-APOBEC3G blk: -16%; IDH1 R132H inh: -3%; LDHA block: -2; GRP78 ERSR act: 5%; TrxR1 inh: 10%
